Compound activity as filed in PubChem BioAssay.
PfGluPho inh = PfG6PD enzyme inhibitors, primary screen, biochemical, fluorescence intensity, uHTS; inhibition, % at 20 µM; AID 504690, 2011; 350,000 compounds, 0.78% hits; glucose-6-phosphate dehydrogenase-6-phosphogluconolactonase (Plasmodium falciparum 3D7); PfGluPho enzyme, NADPH resazurin-diaphorase fluorescence;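 active = inhibition reaching at least a set limit at 20 µM in the primary screen, cut at about 59% in these data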;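 also: 0% = DMSO wells with substrate and 100% = DMSO wells lacking glucose-6-phosphate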
mIAP block = inhibitors of mouse IAP, primary screen, biochemical, luminescence, uHTS. purified mouse IAP, CDP-Star luminescence, 30 min. inhibition, % at 10 µM. 330,000 compounds, 0.2% hits. AID 2806, 2010;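 active = inhibition of at least 40% at 10 µM in the primary screen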;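 also: plate controls were DMSO with enzyme for no effect and no enzyme wells for full effect; values of inactives mirror those of a sister screen read the other way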
ATG4B inh = ATG4B protease inhibitors, primary screen, biochemical, fluorescence, uHTS | Cysteine protease ATG4B (Homo sapiens), Q9Y4P1 | ATG4B cleavage of LC3-PLA2, NBD-HPC fluorescence, 1 h | inhibition, % at 8.33 µM | 340,000 compounds, 0.51% hits | AID 504462, 2011; in the data active = inhibition above about 40%
Target sequence (Q9Y4P1 whole entry, looked up): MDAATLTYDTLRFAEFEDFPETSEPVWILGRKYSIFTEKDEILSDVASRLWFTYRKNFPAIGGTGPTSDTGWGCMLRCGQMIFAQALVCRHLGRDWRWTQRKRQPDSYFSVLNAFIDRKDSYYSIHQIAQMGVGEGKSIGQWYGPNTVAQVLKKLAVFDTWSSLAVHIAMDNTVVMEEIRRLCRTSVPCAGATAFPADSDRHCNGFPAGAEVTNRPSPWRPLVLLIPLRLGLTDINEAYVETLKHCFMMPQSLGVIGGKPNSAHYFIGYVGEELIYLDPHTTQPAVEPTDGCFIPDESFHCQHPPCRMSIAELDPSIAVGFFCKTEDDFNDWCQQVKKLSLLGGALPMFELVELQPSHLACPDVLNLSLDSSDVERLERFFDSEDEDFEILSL
APOBEC3A inh = APOBEC3A ssDNA deaminase inhibitors, primary screen, selectivity assay for APOBEC3G inhibitor project, biochemical, FAM/TAMRA oligo cleavage fluorescence. 330,000 compounds, 0.41% hits. recombinant A3A, FAM/TAMRA ssDNA deamination fluorescence. AID 493011, 2011. inhibition, % at 20 µM. DNA dC->dU-editing enzyme APOBEC-3A (Homo sapiens), P31941;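 active = at least 40% inhibition at 20 µM here, with at most 30% in a related deaminase screen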;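 also: plate controls were A3A with DMSO for no effect and wells lacking A3A enzyme for full effect; some results filed as inactive read as strong as hits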
HKDC1 inh = HKDC1 hexokinase inhibitors, primary screen, biochemical, fluorescence, uHTS | Q2TB90 | recombinant HKDC1, G6PDH/diaphorase resazurin coupled fluorescence | inhibition, % at 20 µM | 340,000 compounds, 0.16% hits | AID 493160, 2011;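 active = inhibition above about 35% when tested at 20 µM, limit read from the data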;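 also: plate controls were DMSO wells with enzyme for no effect and DMSO wells lacking enzyme for full effect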
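Material: recombinant HKDC1 hexokinase; Amount: HKDC1 at 5 µg/mL; Medium: Tris pH 8.0 buffer with MgCl2, Tween-20, BSA, BME; Schedule: 90 min reaction incubation at room temperature, dark; Technique: coupled resazurin fluorescence, excitation 525 nm, emission 613 nm.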
hIAP act = human IAP activators, primary screen, biochemical, luminescence, uHTS; Intestinal-type alkaline phosphatase (Homo sapiens), P09923; purified human IAP, CDP-Star luminescence, 30 min; hits give high values; 1 = vehicle-only enzyme, 0 = enzyme-free background; activation factor at 10 µM; 330,000 compounds, 0.16% hits; AID 2524, 2010;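 active = activation factor of the enzyme at least 2-fold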; also: the source names both 10 and 20 µM as test concentration; values of inactives mirror those of a sister screen read the other way
Target sequence (P09923 whole entry, looked up): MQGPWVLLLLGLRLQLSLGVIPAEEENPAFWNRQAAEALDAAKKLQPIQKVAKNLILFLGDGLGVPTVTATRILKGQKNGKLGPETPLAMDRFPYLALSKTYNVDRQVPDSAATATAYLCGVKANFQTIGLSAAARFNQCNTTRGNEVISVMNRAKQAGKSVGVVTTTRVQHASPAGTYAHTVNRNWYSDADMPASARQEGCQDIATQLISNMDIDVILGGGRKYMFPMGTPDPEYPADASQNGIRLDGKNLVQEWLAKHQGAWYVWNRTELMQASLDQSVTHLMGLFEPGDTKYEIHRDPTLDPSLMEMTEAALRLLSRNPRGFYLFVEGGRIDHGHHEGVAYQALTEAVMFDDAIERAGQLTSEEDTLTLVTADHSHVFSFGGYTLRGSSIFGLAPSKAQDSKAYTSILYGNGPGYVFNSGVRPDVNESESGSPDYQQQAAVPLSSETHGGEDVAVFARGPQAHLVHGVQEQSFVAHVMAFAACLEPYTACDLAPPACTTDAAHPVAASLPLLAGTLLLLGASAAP
mIAP act = activators of mouse IAP, primary screen, biochemical, luminescence, uHTS; intestinal alkaline phosphatase [Mus musculus]; 330,000 compounds, 0.24% hits; muIAP, CDP-Star luminescence, 30 min; hits give high values; 1 = vehicle-only enzyme signal, 0 = enzyme-free wells; AID 2805, 2010; activation factor at 10 µM;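 active = activation factor of at least 2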; also: the source names both 10 and 20 µM as test concentration; values of inactives mirror those of a sister screen read the other way
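Assay system: mouse IAP enzyme; reagent: chemiluminescent substrate CDP-Star; dosing: test compounds delivered from DMSO solution; schedule: 30 min at room temperature; measured by: luminescence from enzymatic CDP-Star hydrolysis; controls: DMSO-only wells and no-enzyme negative control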
hIAP inh = human IAP inhibitors, primary screen, biochemical, luminescence, uHTS; Intestinal-type alkaline phosphatase (Homo sapiens), P09923; purified IAP, CDP-Star luminescence, 30 min; inhibition, % at 10 µM; 330,000 compounds, 0.12% hits;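 active = inhibition reaching a set limit with compound at 10 µM in the primary screen, cut at about 35% in these data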;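 also: plate controls were DMSO wells with enzyme for no effect and no-enzyme buffer wells for full effect; values of inactives mirror those of a sister screen read the other way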
The depositor's hits bear a star. The order is random (roughly 2.4% active in at least one column).

SMILES | PfGluPho inh | mIAP block | ATG4B inh | APOBEC3A inh | HKDC1 inh | hIAP act | mIAP act | hIAP inh
COc1ccc(C2C3=C(CC(C)(C)CC3=O)Nc3c2c(=O)[nH]c(=O)n3Cc2ccccc2)cc1 (stereo not given) | 0 | -40 | -2 | -2 | 0 | 1.4 | 1.4 | -36
CN(CCOc1ccc(-c2ccn(S(=O)(=O)c3ccc(Cl)cc3)n2)cc1)c1ccccn1 | 3 | 8 | -20 | 3 | 1 | 1 | 0.92 | -3
CCOC(=O)[C@@H]1[C@H]2COc3ccccc3[C@H]2N2C(=O)N(c3cccc(F)c3)C(=O)[C@]12C | 16 | 5 | -13 | -4 | -3 | 0.97 | 0.95 | 3
Cc1ccc(C)n1NC(=O)c1ccccc1[N+](=O)[O-] | 6 | -2 | -10 | -3 | -1 | 1.1 | 1 | -11
CCCCCCCOc1ccc(C2(C)NC(=O)NC2=O)cc1 (stereo not given) | 18 | 1 | 0 | -4 | -1 | 1.1 | 0.99 | -5
CCCCOC(=O)N1CCOCCOCCOCCOCC1 | 2 | 1 | -5 | 0 | -8 | 0.99 | 0.99 | 1
CC(C)c1ccc2c(c1)c(SC(C)(C)C)c(CC(C)(C)C(=O)O)n2Cc1ccc(Cl)cc1 | -14 | 12 | 56* | 4 | 8 | 1.4 | 0.88 | -37
CCOc1ccc2[nH]c(=O)c(C(c3nnnn3C3CCCCC3)N3CCN(CC)CC3)cc2c1 (stereo not given) | 15 | 14 | -4 | 0 | -7 | 1 | 0.86 | -2
COCCC(=O)N1CCC(Oc2ccc(C(=O)NCc3cccc(C)n3)cc2)CC1 | -8 | -2 | 16 | -4 | -1 | 1.2 | 1 | -18
O=C(NN/C(=N/S(=O)(=O)c1ccc(Cl)cc1)c1ccccc1)c1ccc(O)cc1 | -5 | 3 | -10 | 4 | -6 | 1 | 0.97 | -3
C#CCn1c(=NC(=O)c2ccc(Br)s2)sc2cccc(OC)c21 | 10 | 30 | 3 | 0 | -3 | 0.86 | 0.7 | 14
O=C(c1ccc2snnc2c1)N1CCSCC1 | -26 | -1 | -1 | -11 | -4 | 1.1 | 1 | -6
CCOC(=O)N1CCN(C(=O)c2ccc(CS(=O)(=O)c3c(Cl)cccc3Cl)o2)CC1 | -8 | -1 | -5 | -2 | 6 | 1.1 | 1 | -12
CCOC(=O)c1c(N)sc(C(=O)N2CCCCCC2)c1C | 6 | 3 | -4 | -2 | -3 | 1.1 | 0.97 | -13
O=C(NCc1ccccc1)C12CN(Cc3ccccc3)CC1C(c1cccc([N+](=O)[O-])c1)=NO2 (stereo not given) | 6 | 7 | 2 | 2 | 0 | 1 | 0.93 | -4
COc1ccc2c(c1)c(C(=O)N1CCN(C)CC1)c(C)n2-c1ccccc1 | 10 | 4 | -16 | -2 | 3 | 0.82 | 0.96 | 18
Nc1nc(CN2CCC(Cc3ccccc3)CC2)nc(Nc2ccccc2)n1 | -11 | 11 | 3 | 0 | -1 | 0.9 | 0.89 | 10
C=CCc1c(C)nc(SC)nc1Nc1ccc(C(=O)O)cc1 | -17 | -5 | -12 | -2 | -2 | 1.2 | 1 | -16
COc1ccc(C2c3c4c(n(C)c3CCN2C)CCN(C)C4c2ccc(OC)cc2)cc1 (stereo not given) | -13 | -7 | 4 | 1 | -8 | 0.92 | 1.1 | 8
COc1ccc(-c2cnc3nc[nH]c(=O)c3n2)cc1 | -15 | -8 | 4 | 4 | 4 | 1.2 | 1.1 | -19
O=C(COC(=O)COc1ccccc1[N+](=O)[O-])NCc1ccc2c(c1)OCO2 | 9 | -13 | -7 | 2 | -4 | 1 | 1.1 | -2
COc1ccc(-c2c(C#Cc3ccsc3)c3cc(-c4cccc5[nH]ccc45)ccc3n2C)cc1 | -5 | -20 | -1 | -5 | 3 | 1.2 | 1.2 | -21
COC(=O)CSc1nc(NC(C)C)nc(N2CCOCC2)n1 | -2 | 11 | -2 | 0 | -5 | 1.1 | 0.89 | -10
Cc1onc(-c2c(F)cccc2Cl)c1C(O)c1ccc(F)cc1 (stereo not given) | 1 | -3 | 7 | -2 | -3 | 0.96 | 1 | 4
O=C(N/N=C/C(Br)=C/c1ccccc1)c1ccccc1[N+](=O)[O-] | 12 | 4 | -17 | -4 | 0 | 1.1 | 0.96 | -6
Cc1cc(=O)c2c(O)c(O)ccc2o1 | 28 | 6 | -10 | 5 | 19 | 1.1 | 0.94 | -14
Cc1ccccc1NC(=O)c1sc2nc[nH]c(=O)c2c1C | -5 | -6 | 3 | 6 | -6 | 1.3 | 1.1 | -26
O=C(NCCCN1CCOCC1)c1ccc(Sc2ccc(F)cc2)c([N+](=O)[O-])c1 | 0 | -6 | -7 | 1 | -1 | 0.91 | 1.1 | 9
Cc1cc(=O)oc2c3c(cc(OCC(=O)NC(Cc4ccc(Cl)cc4)C(=O)O)c12)OC(C)(C)CC3 (stereo not given) | -20 | 9 | -6 | 1 | 14 | 1.1 | 0.91 | -8
CCc1cccc(NC(=S)N(CCN(C)C)C2CCN(C(C)C)CC2)c1 | -2 | 2 | -1 | -5 | -8 | 0.94 | 0.98 | 6

Three structures out of the list, sorted by molecular weight, high to low.
SMILES | PfGluPho inh | mIAP block | ATG4B inh | APOBEC3A inh | HKDC1 inh | hIAP act | mIAP act | hIAP inh
CC(C)c1ccc2c(c1)c(SC(C)(C)C)c(CC(C)(C)C(=O)O)n2Cc1ccc(Cl)cc1 | -14 | 12 | 56* | 4 | 8 | 1.4 | 0.88 | -37
COc1ccc(-c2c(C#Cc3ccsc3)c3cc(-c4cccc5[nH]ccc45)ccc3n2C)cc1 | -5 | -20 | -1 | -5 | 3 | 1.2 | 1.2 | -21
Cc1ccc(C)n1NC(=O)c1ccccc1[N+](=O)[O-] | 6 | -2 | -10 | -3 | -1 | 1.1 | 1 | -11

The list goes on:
SMILES | PfGluPho inh | mIAP block | ATG4B inh | APOBEC3A inh | HKDC1 inh | hIAP act | mIAP act | hIAP inh
COc1ccc(OC)c(NC(=O)c2cc3sccc3n2C)c1 | 23 | -5 | -4 | 0 | 11 | 1.2 | 1 | -18
O=C(COc1ccc(S(=O)(=O)N2CCOCC2)cc1)NCCCn1ccnc1 | -9 | 7 | 2 | -3 | -6 | 0.99 | 0.93 | 1
Cc1cc2cc(C(c3nnnn3Cc3ccco3)N3CCc4ccccc43)c(=O)[nH]c2cc1C (stereo not given) | 54 | 16 | 7 | 9 | 21 | 1.2 | 0.84 | -17
COc1cccc2cc(C(=O)C3=C(O)C(=O)N(CCN(C)C)C3c3ccc(F)cc3)oc12 (stereo not given) | 15 | -1 | 7 | -2 | -6 | 0.74 | 1 | 26
O=C(CSc1nnc(CNC(=O)c2ccccc2F)o1)NCc1ccccc1 | -14 | -8 | 7 | 0 | 4 | 1 | 1.1 | -1
CCCOC(=O)CSc1nnc(-c2ccc(Cl)cc2Cl)o1 | 0 | 0 | 4 | 0 | 4 | 0.94 | 1 | 6
CCn1c(=S)[nH]c2ccccc21 | 23 | 6 | -9 | -5 | -3 | 1 | 0.94 | -4
CN(C)CCCN(Cc1ccccc1)C(=S)NCc1ccccc1 | 14 | -10 | -12 | -7 | -5 | 0.96 | 1.1 | 4
O=C(NCCC1=CCCCC1)C1CCN(S(=O)(=O)c2cccc3nonc23)CC1 | -1 | -12 | -1 | 0 | -3 | 1.1 | 1.1 | -11
Cc1cc(C)nc(SCC(=O)c2ccc([N+](=O)[O-])cc2)n1 | 38 | 6 | -2 | -4 | -3 | 1.1 | 0.94 | -11
CCn1nc(C(=O)NNC(=O)COc2ccc(OC)cc2)c2ccccc2c1=O | -10 | 14 | -5 | -1 | -4 | 1.5 | 0.86 | -48
c1ccc(-c2nnc(OCCN3CCOCC3)c3ccccc23)cc1 | 7 | 7 | 1 | 9 | -3 | 1.3 | 0.93 | -33
CCCC1(CCC)NC(=O)N(CC(=O)Nc2ccc3c(c2)OCCO3)C1=O | 2 | -2 | -2 | 1 | -5 | 0.91 | 1 | 9
Oc1ccc(Cl)cc1/C=N/c1nccs1 | -15 | 6 | 7 | 4 | -8 | 1.1 | 0.94 | -5
O=c1c2oc3ccccc3c2[nH]c(=S)n1-c1ccccc1 | 18 | 7 | -7 | -1 | 11 | 1.1 | 0.93 | -6
CCOc1ccc(NC(=O)CSC2=C(C#N)C(c3ccc4c(c3)OCO4)CC(=O)N2)cc1 (stereo not given) | -7 | -13 | -16 | -3 | -4 | 1.1 | 1.1 | -6
CCCn1nnc(NC(=S)NC(=O)c2ccc(-c3ccc(Br)cc3)o2)n1 | -7 | 22 | 2 | -4 | 1 | 1.1 | 0.78 | -10
CSc1cccc(NC(=S)NCCCN2CCN(c3ccc(F)cc3)CC2)c1 | 14 | -41 | -5 | -10 | -1 | 1.2 | 1.4 | -16
Cc1ccc(S(=O)(=O)NC(C(=O)Oc2ccc3c(C(F)(F)F)cc(=O)oc3c2)c2ccccc2)cc1 (stereo not given) | 2 | 3 | 0 | -1 | -9 | 1.2 | 0.97 | -18
C/C(=N\NC(=O)OC(C)(C)C)c1ccc(-n2ccnc2)cc1 | -13 | -9 | -3 | -1 | 7 | 1.1 | 1.1 | -5
O=C1CN(C(=O)CC2C(=O)NCCN2Cc2ccccc2C(F)(F)F)CCN1 (stereo not given) | -2 | 9 | 9 | -4 | -5 | 1.1 | 0.91 | -13
Cc1cc2ncn(C(=O)N3CCOCC3)c2cc1C | -7 | 5 | -1 | 1 | -4 | 1.2 | 0.95 | -18
Cc1cccc(OCC(=O)Nc2cc(C)ccc2O)c1 | 1 | -2 | 10 | -7 | -5 | 1.1 | 1 | -6
O=C(c1cccs1)N1CCN=C1SCc1cccnc1 | -17 | 2 | -2 | -6 | -2 | 0.9 | 0.97 | 10
Cc1cc(-c2nnc(SCC(=O)Nc3nccs3)o2)no1 | -20 | 14 | -3 | 5 | -33 | 1.2 | 0.86 | -17
CC1CCCCN1C(=O)Nc1cccc(C(F)(F)F)c1 (stereo not given) | -4 | 8 | -4 | -1 | -5 | 0.93 | 0.92 | 7
COc1ccc(NC(=O)CN(C)C(C)C(=O)NC(=O)NC2CCCCC2)cc1 (stereo not given) | -6 | -5 | -9 | -2 | 4 | 1.2 | 1.1 | -16
CCOC(=O)COc1c(OC)cc(Cl)cc1C1NC(=O)NC(C)=C1C(C)=O (stereo not given) | -6 | 0 | 0 | 1 | -2 | 0.85 | 1 | 15
Nc1nsc2ccccc12 | 10 | -5 | 0 | -2 | -3 | 1 | 1 | -4
CCCN(CCC)C(=O)c1cc(-c2ccc3c(c2)OCO3)nc2ccccc12 | -6 | 8 | 0 | 0 | 1 | 0.95 | 0.92 | 5
O=C(Nc1nccs1)C1CCCN1S(=O)(=O)c1cccc2cccnc12 (stereo not given) | 5 | 4 | -10 | -1 | -3 | 0.96 | 0.96 | 4
O=C(c1ccccc1Br)N(Cc1ccccc1)c1ccccc1 | -9 | -2 | 12 | 4 | 1 | 1.1 | 1 | -7
